TEAD-YAP block = TEAD-YAP interaction inhibition; 640,000 tested, 1.4% active; HEK-TIYL cells, TEAD-Gal4/YAP UAS-luciferase luminescence; AID 1259422; inhibition, % at 9.12 µM; in the data active means inhibition above about 32%;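 further: 0% = median of test compound wells and 100% = reference inhibitor wells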
FBW7 activator = activators of human E3 ligase FBW7. AlphaScreen FBW7–phospho-cyclin E peptide binding, activator screen. AID 1259310. Q969H0. normalized activity (activation), % at 26.1 µM. 650,000 tested, 0.13% active; in the data active means normalized activity above about 1.9%;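 further: purified mutant Fbw7 with reduced substrate affinity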
MITF inh = blocks human microphthalmia-associated transcription factor; AlphaScreen MITF homodimerization, bead proximity signal; O75030; inhibition, % at 2.6 µM; 650,000 tested, 0.91% active; in the data active means inhibition above about 50%;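 further: 0% = vehicle wells with protein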
Target sequence (O75030 whole entry, looked up): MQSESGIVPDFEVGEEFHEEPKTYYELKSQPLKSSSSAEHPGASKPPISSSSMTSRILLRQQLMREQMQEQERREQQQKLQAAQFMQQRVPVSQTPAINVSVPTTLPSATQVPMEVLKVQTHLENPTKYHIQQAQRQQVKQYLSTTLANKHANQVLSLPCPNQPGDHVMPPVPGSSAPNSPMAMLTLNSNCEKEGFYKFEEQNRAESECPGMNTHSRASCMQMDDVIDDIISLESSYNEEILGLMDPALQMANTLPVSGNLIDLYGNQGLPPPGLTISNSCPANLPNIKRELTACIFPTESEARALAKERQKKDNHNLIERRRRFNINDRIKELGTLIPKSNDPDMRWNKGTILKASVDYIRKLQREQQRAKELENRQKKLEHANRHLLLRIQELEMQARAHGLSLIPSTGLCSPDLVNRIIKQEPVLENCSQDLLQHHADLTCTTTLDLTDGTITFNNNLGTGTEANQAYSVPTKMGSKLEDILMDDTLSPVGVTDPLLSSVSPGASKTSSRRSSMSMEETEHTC
GPR151 ag = activates the human receptor GPR151. Q8TDV0. PathHunter beta-arrestin GPR151 cells, luminescence. activation, % at 11.2 µM. 650,000 tested, 1% active. AID 1508602; in the data active means activation above about 4.9%;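 further: 0% = median of compound wells and 100% = cells with positive control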
Target sequence (Q8TDV0 whole entry, looked up): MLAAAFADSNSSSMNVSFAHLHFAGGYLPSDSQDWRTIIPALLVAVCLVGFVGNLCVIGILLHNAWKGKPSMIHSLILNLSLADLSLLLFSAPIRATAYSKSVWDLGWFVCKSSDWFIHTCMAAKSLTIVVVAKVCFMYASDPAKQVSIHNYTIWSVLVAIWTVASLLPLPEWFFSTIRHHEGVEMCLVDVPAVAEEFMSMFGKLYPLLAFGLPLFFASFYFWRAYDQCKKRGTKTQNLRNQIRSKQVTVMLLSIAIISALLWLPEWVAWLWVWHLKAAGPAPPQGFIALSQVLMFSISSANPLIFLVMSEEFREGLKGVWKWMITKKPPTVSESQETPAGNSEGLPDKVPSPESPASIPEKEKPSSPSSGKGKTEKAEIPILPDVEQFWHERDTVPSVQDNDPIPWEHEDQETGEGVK
The depositor's hits bear a star; · = no result given.

molecule,FBW7 activator,GPR151 ag,MITF inh,TEAD-YAP block
CCOC(=O)c1ccccc1NC(=O)c1sc2nc(C)nc(N3CCN(c4ccccn4)CC3)c2c1C,0.5,-0.9,15,-3
COc1cc(C2C(C(=O)N3CCCCC3)=C(C)NC3=C2C(=O)CC(C)(C)C3)cc(OC)c1O (stereo not given),-0.2,-0.4,3,2
COc1ccc(-c2noc(CC(=O)N3CCN(c4ccc(F)cc4)CC3)n2)cc1,0.1,-0.6,6,5
C[C@H]1Cc2c(COc3ccccc3)nc3c(c2CO1)CN(C(=O)c1cc(I)ccc1F)CC3,-0.1,0.9,11,·
C[C@H]1Cc2c(-c3ccccc3)nc3c(c2CO1)CN(S(=O)(=O)c1ccc2c(c1)OCCN2C)CC3,0.1,1.9,28,·
COc1ccc(Cc2nc(-c3ccc(NC(=O)c4cccnc4)cc3)no2)cc1,0.2,-0.4,9,11
CCC(=O)N1CCN(c2ccc(Cl)cc2NC(=O)COc2ccc([N+](=O)[O-])cc2)CC1,-0.1,-1.6,14,-2
COc1cccc(/C=C2\N=C(c3ccc(OC)cc3Br)OC2=O)c1,0.1,-0.5,10,2
COCCNC(=O)CC(=O)N/N=C/c1cccc(OC)c1OC,0.2,-0.6,1,5
C=CCN=C(C)C1=C(O)C(C(=O)OC)C(C)(C)CC1=O (stereo not given),-0.2,-0.8,2,-8
C=CCOC(=O)C1=C(C)Nc2c(c(=O)n(C)c(=O)n2C)C1c1ccc(C(=O)OC)cc1 (stereo not given),0.1,-0.6,9,0
CCOC(=O)/C=C1\CC(=O)Nc2nonc2N1,-0.3,-0.8,1,5
O=C1C2CC=CCC2C(=O)N1c1n[nH]c(Cc2ccccc2)n1 (stereo not given),-0.1,0.8,-4,-9
CCOc1ccc(NC2SC(=O)N(Cc3cccc(C(=O)O)c3)C2=O)cc1 (stereo not given),-0.1,-0.6,5,-6
O=C(Nc1ccc2oc(=O)ccc2c1)c1cccnc1Cl,0.0,0.5,1,16
O=c1[nH]cc(N=Cc2cc(Br)ccc2O)c(=O)[nH]1,0.1,-0.7,-4,-4
O=C1N=c2ccc(Cl)cc2=C1c1sc(=Nc2ccccc2)n(-c2ccccc2)c1O,-0.1,-0.3,10,12
CC(C)(C)c1csc(NC(=O)c2cccs2)n1,0.5,0.3,18,-52
CCOc1ccc2[nH]cc(C(=O)NCCO)c(=O)c2c1,-0.1,0.6,-15,2
COc1cccc(OCC(=O)N2CCN(c3nccn3-c3cccc(Cl)c3)CC2)c1,0.1,-0.1,14,3
Cc1c(Cl)cccc1NC(=O)CN1C(=O)C2CCCN2C(=O)c2ccccc21 (stereo not given),-0.2,-0.3,9,2
COc1ccc(N2CC(NC(=O)NCc3ccccc3Cl)CC2=O)cc1OC (stereo not given),0.0,1.4,13,7
CCCOC(=O)C1=C(C)NC2=C(C(=O)CC(c3ccc(OC)cc3)C2)C1c1cc2c(cc1Cl)OCO2 (stereo not given),0.1,2.0,-8,5
Cc1ccc(Nc2ncnc3c2cnn3C)cc1Cl,-0.2,2.4,-7,-23
Cc1cc(/C=C\c2nc(O)c([N+](=O)[O-])c(=O)[nH]2)c(C)n1-c1ccc(C(=O)O)cc1,-0.4,0.4,63*,10
Cc1ccc(-c2nc(C#N)c(N3CCCCC3)o2)cc1,-0.1,1.9,4,-19
O=[N+]([O-])c1cc(S(=O)(=O)Nc2ccccc2)ccc1Nc1ccccc1,0.0,0.0,25,-4
Fc1ccc(-c2nc3cc(C(F)(F)F)cc(Br)c3nc2-c2ccc(F)cc2)cc1,-0.1,0.1,3,10
O=C(/C=C/c1ccc(-c2cccc(Cl)c2Cl)o1)c1cccs1,-0.3,1.6,5,-1
COc1ccc(OC)c(NC(=O)CCc2c(C)nc3ncnn3c2C)c1,0.0,3.9,-7,-10
COc1ccc(Cc2nnc(Nc3ccccc3)s2)cc1Br,-0.1,0.6,0,0
COc1ccc(OCc2nnc(NC(=O)Nc3ccc(Cl)cc3)s2)cc1,0.5,-1.8,13,17
COC(=O)C(CC(=O)c1ccc(F)cc1)c1ccc2c(c1)OCO2 (stereo not given),-0.1,0.8,2,-19
O=C(/C=C/c1ccc(Cl)cc1Cl)Nc1ccccc1F,0.0,-1.4,4,47*
CC(=O)c1cccc(-c2nc3ccc(C(=O)Nc4ccc(Oc5ccccc5)cc4)cc3s2)c1,-0.1,-0.6,12,-4
CCCCNC(=O)CN1N=C(c2ccccc2)CCC1=O,-0.3,0.2,-5,2
Cc1nc(Nc2ccc(F)cc2)nc(Nc2ccc(F)cc2)c1[N+](=O)[O-],0.2,1.8,8,6
CCCCN(C)C(=O)Cn1cnc2sc(C)cc2c1=O,-0.1,-0.3,6,2
CCn1nc(C(=O)Nc2cccc3c2C(=O)N(C)C3=O)cc1C,-0.2,2.0,5,0
c1cncc(CNc2ccc3c(c2)oc2ccccc23)c1,-0.1,-0.3,-11,-82

In the list so far, these have a COOH group.
molecule,FBW7 activator,GPR151 ag,MITF inh,TEAD-YAP block
CCOc1ccc(NC2SC(=O)N(Cc3cccc(C(=O)O)c3)C2=O)cc1 (stereo not given),-0.1,-0.6,5,-6
Cc1cc(/C=C\c2nc(O)c([N+](=O)[O-])c(=O)[nH]2)c(C)n1-c1ccc(C(=O)O)cc1,-0.4,0.4,63*,10

Next records.
molecule,FBW7 activator,GPR151 ag,MITF inh,TEAD-YAP block
O=C(NC(=O)c1ccc(F)cc1)OC1CCS(=O)(=O)C1 (stereo not given),0.2,3.7,2,-4
CCOC(=O)c1ccc(N2C(=O)c3n[nH]c(C)c3C2c2ccc([N+](=O)[O-])cc2)cc1 (stereo not given),0.1,-1.4,-4,3
CC1(C2CCN(Cc3cccc4ncccc34)CC2)NC(=O)N(Cc2ccsc2)C1=O (stereo not given),0.1,-0.3,12,-19
CCC(C)NC(=O)CSc1ccc(C(=O)Nc2ccccc2OC)cc1[N+](=O)[O-] (stereo not given),0.1,-1.6,11,1
Cn1c(=O)c2c(=O)cc(N)[nH]c2n(C)c1=O,0.0,1.1,-14,-2
O=C(Nc1nnc(-c2cccnc2)o1)C(c1ccccc1)c1ccccc1,-0.1,-1.1,3,1
CCOc1ccc(-c2n[nH]c(C)c2Oc2ccc(F)cc2)c(O)c1,-0.1,4.9*,-4,1
Nc1nc(SCC(=O)Nc2cccc(F)c2)[nH]c(=O)c1NC(=O)c1ccco1,0.1,-0.3,3,5
CSc1cccc(NC(=O)CN(c2ccc(Cl)cc2C)S(C)(=O)=O)c1,0.0,-1.4,10,-5
COCCCN1C(=O)c2ccc(C(=O)OCc3cccc(Br)c3)cc2C1=O,-0.1,-0.8,9,-3
Cc1ccccc1C(=O)Nc1ccccc1C(=O)N1CCCCCC1,0.3,0.6,3,2
FC(F)(F)c1ccc(Cn2cnc3c(NCc4cccnc4)nc(Nc4ccc5ncccc5c4)nc32)cc1,0.0,1.5,2,-23
COCCCn1c(-c2ccc(F)cc2)csc1=Nc1ccccc1,-0.4,0.1,23,-3
CN(c1ccc(-c2csc(N)n2)cc1)S(C)(=O)=O,0.0,0.9,-1,-10
O=C(CSc1nnc(-c2ccc(Cl)s2)o1)N1CCc2ccccc21,0.1,0.7,9,0
CCc1nc(NCCO)c2nnn(Cc3ccccc3F)c2n1,1.3,-0.5,41,12
COc1cc(Nc2nc(C(=O)NC3CC3)cs2)cc(OC)c1OC,-0.1,-0.7,-10,-7
CC(C)(C)NC(=O)C(c1ccncc1)N(C(=O)c1csnn1)c1cccc(F)c1 (stereo not given),-0.1,0.1,21,0
Cc1cccc(N2C(=O)c3cccc4c(N5CCCC5)ccc(c34)C2=O)c1C,-0.1,0.7,-1,-8
COc1ccc(NC(=O)C2CCCN(Cc3ccccc3)C2)cc1OCC(C)C (stereo not given),0.0,-0.9,5,-4
Cc1cc(C)cc(N=c2oc3c(C)ncc(CO)c3cc2C(N)=O)c1,0.2,-0.2,18,6
CC(=O)c1cccc(NC(=O)NCCN2CCOCC2)c1,0.1,2.4,18,1
COc1cc(Nc2nccc(Nc3ccccc3)n2)cc(OC)c1OC,-0.2,1.3,-3,-12
O=C(/C=C/c1ccc2c(c1)OCO2)Nc1ccccn1,-1.2,-9.1,0,67*
CC(=C/C(=O)O)/C=C/c1ccoc1,-0.7,-0.4,75*,9
COc1cc(OC)nc(Oc2ccccc2-c2ccno2)n1,0.2,0.9,8,-1
O=C(NCC1CCC2(CCN(Cc3cccnc3)CC2)O1)c1ccc(F)cc1 (stereo not given),0.1,-0.2,3,3
O=C(CC1C(=O)NCCN1Cc1ccc2ccccc2c1)NC1CCOCC1 (stereo not given),-0.1,0.2,7,10
O=C(CN1CCC(O)(c2cccnc2)CC1)NCc1ccc(F)cc1,0.1,0.2,-12,1
COc1ccc(-c2noc(CN(C(=O)COc3ccc(C)cc3C)C(C)C)n2)cc1,-0.1,0.4,-6,-13
CCc1ccc(NC(=O)C(=O)NCCN2CCN(C(=O)c3ccc(OC)c(OC)c3)CC2)cc1,0.0,-0.1,5,0
CCc1cc(C(=O)OC)c(NC(=O)c2ccoc2C)s1,-0.3,0.9,2,13
CCCC(=O)Nc1nnc(-c2ccccc2)o1,0.3,2.6,-8,2
CCOC(=O)CN1C(=O)S/C(=C\c2ccc(OCC(N)=O)cc2OC)C1=O,0.0,0.1,12,4
O=C(c1cnccn1)N(Cc1cccs1)C1(C(=O)NC2CCCC2)CCCCC1,1.2,0.4,10,-10
Cc1cc(C)cc(NC(=O)C2C3C=CC4(O3)C2C(=O)N(CCCN2CCOCC2)C4C(=O)NC2CCCC(C)C2C)c1 (stereo not given),0.1,-0.3,-3,-7
Cc1cc(/C=N/NC(=O)c2cccc(F)c2)c(C)n1-c1cccc([N+](=O)[O-])c1,-0.1,1.4,15,-43
COc1ccc(S(=O)(=O)N2CCCC(C(F)(F)F)C2)cc1 (stereo not given),0.0,0.9,-2,-4
COc1cccc([C@@H]2Nc3ccc([N+](=O)[O-])cc3[C@@H]3C=CC[C@@H]32)c1OC,-0.1,-0.6,19,8
Cc1cncc2c(S(=O)(=O)N3CC[C@@H](NC(=O)[C@@H](C)O)C3)cccc12,0.0,-0.7,46,-2

Five structures out of the list, sorted by heavy-atom count, lowest first.
molecule,FBW7 activator,GPR151 ag,MITF inh,TEAD-YAP block
COc1ccc(S(=O)(=O)N2CCCC(C(F)(F)F)C2)cc1 (stereo not given),0.0,0.9,-2,-4
Cc1cncc2c(S(=O)(=O)N3CC[C@@H](NC(=O)[C@@H](C)O)C3)cccc12,0.0,-0.7,46,-2
CCOC(=O)CN1C(=O)S/C(=C\c2ccc(OCC(N)=O)cc2OC)C1=O,0.0,0.1,12,4
Cc1cc(/C=N/NC(=O)c2cccc(F)c2)c(C)n1-c1cccc([N+](=O)[O-])c1,-0.1,1.4,15,-43
O=C(c1cnccn1)N(Cc1cccs1)C1(C(=O)NC2CCCC2)CCCCC1,1.2,0.4,10,-10

Next section
molecule,FBW7 activator,GPR151 ag,MITF inh,TEAD-YAP block
CN1CCN(c2c(F)cc3c(=O)c(C(=O)O)cn4c3c2OCN4C)CC1,-0.3,1.6,1,3
CCC(C)NC(=O)c1ccc(Cn2c(=O)[nH]c3cc(OC)c(OC)cc3c2=O)cc1 (stereo not given),0.2,-0.2,13,4
O=[N+]([O-])c1ccc2ncnc(N3CCN(Cc4ccc5c(c4)OCO5)CC3)c2c1,-0.5,12*,4,35*
Cc1cccc(NC(=S)N2CCN(C)CC2)c1,-0.1,0.3,-15,3
COc1ccc(C(=O)C[n+]2cc(C(=O)c3ccc(OC)cc3)sc2/N=C/N(C)C)cc1,-0.1,-0.5,-7,2
COC(=O)c1ccc(COC(=O)CCC(=O)c2cccs2)cc1,-0.2,-1.8,4,-27
COc1cccc(OC)c1C(=O)NC(=S)NCc1cccnc1,0.0,-1.0,11,6
CCSc1[nH]c(=O)cc(C)c1C#N,0.0,0.1,10,7
O=C(Nc1ccc(N2CCOCC2)cc1)c1ccnc(-c2ccc(C(=O)NC3CC3)cc2)c1,-0.1,1.4,7,6
COc1ccc(CNC(=O)c2c(OC)cc(=O)n3c2CCN(Cc2ccccn2)CC3)cc1,0.0,-0.2,9,-4
O=C(NNC(=S)NCC1CCCO1)c1cc(Br)ccc1Cl (stereo not given),0.0,0.9,3,0
CCn1c(C)[n+](CC)c2ccc(S(=O)(=O)C(F)F)cc21,0.4,0.2,1,6
CC[C@H](Cn1nc(-c2ccc(F)c(F)c2)ccc1=O)NC(=O)Cc1ccc(OC)cc1,0.2,0.2,21,7
O=C(CN1CCOC1=O)NCc1nc(NCCCc2ccccc2)c2ccccc2n1,-0.1,-0.9,10,1
Cc1ccc(NC(=O)CN2CCCC(c3nc4ccccc4[nH]3)C2)cc1 (stereo not given),-0.2,-0.8,-1,6
O=S(=O)(CCc1ccccc1)N1CCN(c2ccc(-c3cccs3)nn2)CC1,0.7,-0.7,15,11
O=C(CSc1n[nH]c(-c2ccccc2)n1)NC1CC2CCC1C2 (stereo not given),0.0,1.3,10,-7
O=C1CCC(N2CCCC2)CCN1Cc1ccccc1F (stereo not given),0.0,-0.9,7,1
CCn1nnnc1-c1ccc(OC)c(S(=O)(=O)Nc2ccc(C)cc2C)c1,0.1,0.5,5,-9
O=C(Nc1ccc(Cl)c(Cl)c1)Nc1ccccc1O,0.0,-4.5,-5,-79
CCOC(=O)C1CCN(C(=O)c2cc3c(-c4ccccc4F)nn(C)c3s2)CC1,0.0,-0.2,0,-4
